Arr AP2 block: blocks beta-arrestin peptide binding to AP2 adaptin; inhibition, % at 10 µM; AID 504490; FITC-arrestin peptide / GST-AP2 beads, flow cytometry; AP2 beta2 appendage carries R879A mutation; actives 0.31% (n = 340,000);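 active means inhibition above a set limit, near 3 SD of compounds lacking own fluorescence, cut at about 54% in these data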;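 further: plate controls were DMSO wells for no effect and 5 µM unlabelled arrestin peptide for full effect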
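Assay system: GST-AP2 R879A bound to glutathione beads, E. coli-expressed; Medium: PBS with 0.05% Tween 20 and 0.1% BSA; Also added: fluorescein-tagged arrestin peptide at 50 nM final; Timing: 12 min plus 1 h, RT; Measured by: flow cytometry, FL1 (488/535 nm); Evaluation: percent drop in bead-associated FITC signal.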
Pemphigus Ab inh: inhibitors of pemphigus antibody binding to human desmoglein-3. binding (percent of control), % at 10 µM. AID 588358. actives 0.48% (n = 310,000). DSG3-coupled beads, scFv-anti-DSG3-GFP binding, flow cytometry; stronger effect = lower value;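 active means binding more than 3 SD below its plate's average and above zero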;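 further: hits lower antibody fragment binding to DSG3; some compounds called inactive have numbers as strong as hits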
OPRM1-OPRD1 inv: inverse agonist of human OPRM1-OPRD1 heterodimerization; actives 0.21% (n = 340,000); cell-based MOR-DOR heterodimer luminescence, inverse agonism; P35372+P41143; inhibition, % at 9.3 µM; in the data active means inhibition above about 22%, passing the limit was not always enough;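 further: 0% = cells with DMSO and 100% = wells without cells with DMSO; values of inactives mirror those of a sister screen read the other way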
PKA-R2B activ: activates the human PKA-R2B holoenzyme complex; P22694+P31323; PKA-R2B holoenzyme dissociation, Cy5-IP20 fluorescence polarization; R2B truncated from residue 108, S112A mutant; 0% DMSO only, 100% 113 µM cGMP; activation, % at 11.4 µM; actives 0.079% (n = 340,000); AID 504700;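 active means activation above a cutoff set at the mean over all compounds plus 3 SD, cut at about 18% in these data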;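 further: higher means more holoenzyme dissociation and a rise in polarization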
HTR5A inv ag: counter-screen for OPRM1-OPRD1 inverse agonists: human HTR5A inverse agonism | actives 0.083% (n = 340,000) | P47898 | HTR5A cell line, luminescence | AID 504634 | inhibition, % at 9.3 µM; in the data active means inhibition mostly above about 23%, no sharp cut-off; inactive means mostly below about 18%;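 further: 0% = cells with DMSO and 100% = no-cell wells with DMSO; some compounds called inactive have numbers as strong as hits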
Target sequence (P47898 whole entry, looked up): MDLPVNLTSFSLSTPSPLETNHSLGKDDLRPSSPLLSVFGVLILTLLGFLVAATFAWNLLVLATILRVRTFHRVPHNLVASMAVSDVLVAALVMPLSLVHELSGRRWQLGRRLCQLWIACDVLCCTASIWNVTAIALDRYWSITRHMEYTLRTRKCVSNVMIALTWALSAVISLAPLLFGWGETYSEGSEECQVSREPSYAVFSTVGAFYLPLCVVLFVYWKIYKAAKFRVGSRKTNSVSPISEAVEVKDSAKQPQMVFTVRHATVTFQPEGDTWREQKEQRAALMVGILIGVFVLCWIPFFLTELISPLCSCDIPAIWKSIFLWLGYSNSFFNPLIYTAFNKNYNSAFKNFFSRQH
PKA-R1A activ: PKA-R1A complex activation; PKA-R1A dissociation, Cy5-IP20 fluorescence polarization; scaled: DMSO 0%, 113 µM cGMP 100%; P00514+P68181; actives 0.083% (n = 340,000); activation, % at 11.4 µM;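 active means percent activation above the mean of all tested compounds plus 3 SD, cut at about 19% in these data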;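 further: higher means more PKAc released from R1A so a rise in polarization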
OPRM1-OPRD1 ag: OPRM1-OPRD1 heterodimerization agonism. P35372+P41143. cells, luminescence. activation, % at 9.3 µM. actives 0.3% (n = 340,000); in the data active means activation above about 18%;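 further: 0% = vehicle-treated cells and 100% = reference agonist; values of inactives mirror those of a sister screen read the other way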
DAGLB inhibitor: blocks human DAGLB lipase activity | Q8NCG7 | actives 0.059% (n = 340,000) | inhibition, % at 5.17 µM | HEK293T DAGLB membrane lysate, EnzChek fluorogenic substrate; in the data active means inhibition above about 34%;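 further: 0% = enzyme with vehicle and 100% = wells lacking enzyme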
V-ATPase pHluor: regulators of yeast V-ATPase proton transport. AID 504577. response, % at 10 µM. S. cerevisiae, pHLuorin cytosolic pH fluorescence. actives 0.37% (n = 350,000); in the data active means response mostly above about 7.3%, no sharp cut-off; inactive means mostly below about 5.4%; further: actives read high; inactives centre near 0; some compounds called inactive have numbers as strong as hits; reference of the scale not given here
HTR5A ag: activates human HTR5A in OPRM1-OPRD1 agonist counter-screen; P47898; HTR5A agonist assay, luminescence, cell-based; activation, % at 9.3 µM; actives 0.61% (n = 340,000); in the data active means activation mostly above about 9.5%, no sharp cut-off; inactive means mostly below about 7.6%;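 further: 0% = cells with vehicle only and 100% = reference agonist; strong numbers were not always called active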
Active calls of the source: *; . = not tested or not shown. The order is random; about 2.4% have a hit in one of these screens.

Order of results – Arr AP2 block | Pemphigus Ab inh | OPRM1-OPRD1 inv | PKA-R2B activ | HTR5A inv ag | PKA-R1A activ | OPRM1-OPRD1 ag | DAGLB inhibitor | V-ATPase pHluor | HTR5A ag
- N/C(=N\OC(=O)c1cnn(-c2ccccc2)c1C(F)(F)F)c1ccc(C(F)(F)F)cc1
    9 | 107 | -30 | -1 | -17 | 5 | 5.7 | -2 | -2 | 1
- COc1ccc(-c2ccccc2C2=CC(=O)CC(C)(C)C2=O)cc1
    . | 100 | . | 0 | . | -3 | . | -7 | -1 | .
- Cc1oc(-c2ccc(Cl)cc2)nc1CS(=O)CC(=O)NCCCN1CCCC(C)C1 (stereo not drawn)
    28 | 94 | 13 | -8 | -16 | 2 | -2.4 | 2 | -3 | 4
- COc1cccc(OC)c1C(=O)Nc1nc2ccc([N+](=O)[O-])cc2s1
    10 | 108 | 24 | -5 | -20 | 4 | -5.1 | 4 | -1 | 0
- O=C(NNC(=O)c1ccc(Cl)cc1Cl)c1cnccn1
    -1 | 106 | 13 | 5 | 13 | 8 | -2.5 | 2 | 3 | -1
- Cc1ccc(NC(=O)c2cc(-c3ccco3)on2)cc1
    30 | 103 | -12 | 5 | 0 | 5 | 2.1 | -3 | 5 | 4
- COc1cc(NC(=O)c2nnn(Cc3ccc(SC)cc3)c2N)cc(OC)c1
    -2 | 111 | 5 | -6 | 13 | -17 | -1.0 | -7 | -2 | -5
- O=C(NNS(=O)(=O)c1ccc(F)cc1)c1cc(Cl)ccc1O
    13 | 100 | 3 | 5 | 3 | -7 | -0.6 | 9 | -3 | -1
- Cc1ccc(S(=O)(=O)NCC2CCC(C(=O)N3CCN(C)CC3)CC2)cc1 (stereo not drawn)
    -12 | 102 | 15 | 4 | 1 | 5 | -2.9 | 1 | 0 | 5
- CCSc1nnc(N2C(=O)CC(c3ccsc3)C3=C2CC(C)(C)CC3=O)s1 (stereo not drawn)
    6 | 107 | 16 | 0 | 17 | -10 | -3.0 | -2 | -1 | -6

The list goes on; the last five above are carried over.
Order of results – Arr AP2 block | Pemphigus Ab inh | OPRM1-OPRD1 inv | PKA-R2B activ | HTR5A inv ag | PKA-R1A activ | OPRM1-OPRD1 ag | DAGLB inhibitor | V-ATPase pHluor | HTR5A ag
- Cc1ccc(NC(=O)c2cc(-c3ccco3)on2)cc1
    30 | 103 | -12 | 5 | 0 | 5 | 2.1 | -3 | 5 | 4
- COc1cc(NC(=O)c2nnn(Cc3ccc(SC)cc3)c2N)cc(OC)c1
    -2 | 111 | 5 | -6 | 13 | -17 | -1.0 | -7 | -2 | -5
- O=C(NNS(=O)(=O)c1ccc(F)cc1)c1cc(Cl)ccc1O
    13 | 100 | 3 | 5 | 3 | -7 | -0.6 | 9 | -3 | -1
- Cc1ccc(S(=O)(=O)NCC2CCC(C(=O)N3CCN(C)CC3)CC2)cc1 (stereo not drawn)
    -12 | 102 | 15 | 4 | 1 | 5 | -2.9 | 1 | 0 | 5
- CCSc1nnc(N2C(=O)CC(c3ccsc3)C3=C2CC(C)(C)CC3=O)s1 (stereo not drawn)
    6 | 107 | 16 | 0 | 17 | -10 | -3.0 | -2 | -1 | -6
- Cc1oc(-c2ccccc2F)nc1CS(=O)CC(=O)NCc1cccs1 (stereo not drawn)
    5 | 108 | 9 | -4 | -13 | 0 | -1.5 | -1 | -5 | -2
- O=C(O)CCc1ccc(NCc2cccc(Oc3ccccc3)c2)cc1
    6 | 102 | -4 | -3 | -28 | 13 | 0.8 | -2 | 3 | 0
- Cn1ncc([N+](=O)[O-])c1C(=O)NC1CCCCCC1
    -13 | . | 23 | 3 | 6 | -6 | -4.4 | -1 | -1 | 3
- CCCC(=O)Nc1cc(OCC)c(NC(=O)NC2CCCCC2)cc1OCC
    -1 | 83 | 9 | -6 | -1 | -7 | -1.6 | 0 | 1 | 2
- Cc1ccc(/C=C/C(=O)N2CCCN(C(=O)/C=C/c3ccc(C)cc3)CC2)cc1
    -2 | 103 | 2 | -11 | -27 | 2 | -0.3 | -2 | -1 | 4
- CCCOP(=O)(OCCC)C(NC(=O)C(C)(C)C)c1ccccc1 (stereo not drawn)
    1 | 109 | -8 | -7 | 18 | -5 | 1.1 | -3 | 1 | 0
- CCOC(=O)c1c(C)[nH]c(C)c1S(=O)(=O)N(C)CC(=O)Nc1ccccc1
    -3 | . | 6 | -4 | -12 | -5 | -1.2 | 0 | 2 | -2
- COc1ccccc1NC(=O)C(=O)NCc1ccccc1Cl
    -3 | 82 | -12 | 4 | -22 | 2 | 2.4 | -7 | 5 | 9
- COc1cc(C2NC(=S)NC(C)=C2C(=O)OC(C)C)ccc1OC(C)C (stereo not drawn)
    -17 | 103 | 14 | 3 | 2 | -22 | -2.8 | 0 | 3 | -3
- CCn1ccc(-c2ccccc2)c(C#N)c1=O
    24 | 96 | 10 | 12 | -20 | -5 | -1.9 | -2 | 0 | -2
- COc1ccc(NC(=O)CN2CCN(CC(=O)Nc3ccc(F)cc3)CC2)c(OC)c1
    30 | 95 | 14 | 9 | -8 | 8 | -3.0 | -3 | 2 | 2
- O=C(NCCc1ccccc1)c1ccc(-n2cnnn2)cc1
    1 | 105 | -15 | -1 | -32 | 9 | 2.8 | -4 | -1 | 4
- CCCCOC(=O)Nc1cc(C)c(Cl)cc1OC
    8 | 107 | -36 | 1 | -44 | 8 | 6.0 | -5 | -8 | 10

One compound at a time, from the list above. Order of values: Arr AP2 block | Pemphigus Ab inh | OPRM1-OPRD1 inv | PKA-R2B activ | HTR5A inv ag | PKA-R1A activ | OPRM1-OPRD1 ag | DAGLB inhibitor | V-ATPase pHluor | HTR5A ag
O=C(NNS(=O)(=O)c1ccc(F)cc1)c1cc(Cl)ccc1O across the screens: 13 | 100 | 3 | 5 | 3 | -7 | -0.6 | 9 | -3 | -1
COc1cc(C2NC(=S)NC(C)=C2C(=O)OC(C)C)ccc1OC(C)C (stereo not drawn) across the screens: -17 | 103 | 14 | 3 | 2 | -22 | -2.8 | 0 | 3 | -3
Cc1oc(-c2ccccc2F)nc1CS(=O)CC(=O)NCc1cccs1 (stereo not drawn) across the screens: 5 | 108 | 9 | -4 | -13 | 0 | -1.5 | -1 | -5 | -2

From PubChem
